KOR beta-arrestin-1 – KOR agonists, beta-arrestin recruitment, primary screen, cell-based, luminescence, uHTS (AID 1777) | activation, % at 10 µM, or EC50 in µM where a hit was titrated | hit rate 0.02% among 280,000 | KOR beta-arrestin recruitment, luminescence; higher % means a stronger effect; in the data active = activation above about 50%, passing the limit was not always enough; note: a part of the inactive calls stands beside numbers as strong as those of hits
NOD1 NF-kB reporter – inhibition of NOD1-driven NF-kB reporter – cell-based, luminescence, uHTS, primary screen (AID 1578) | NOD1-driven NF-kB luciferase reporter cells, luminescence; higher % means a stronger effect | one-dose inhibition, % at 4 µM; EC50 in µM for titrated hits | hit rate 1% among 290,000; in the data active = inhibition mostly above about 36%, no sharp cut-off; inactive = mostly below about 34%;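 note: HEK-293T reporter cells stimulated with the NOD1 agonist gamma-tri-DAP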
NOD2 inhibition – inhibition of NOD2-driven NF-kB reporter – cell-based, luminescence, uHTS, HEK293 (AID 1566); hit rate 0.63% among 290,000; HEK293 NOD2/NF-kB luciferase reporter, luminescence; higher % means a stronger effect; one-dose inhibition, % at 4 µM; EC50 in µM for titrated hits; note: many of its hits are not listed in these tables
GPR55 antagonists – GPR55 antagonists blocking LPI-driven arrestin recruitment, primary screen, imaging, U2OS, beta-arrestin-GFP, LPI agonist (AID 2013). U2OS GPR55 beta-arrestin-GFP translocation imaging, LPI antagonism; higher % means a stronger effect. inhibition, % at 10 µM, or IC50 in µM where a hit was titrated. hit rate 0.13% among 290,000;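 active = spots per cell inhibited over 60%, with over 100 cells counted and total cytoplasm intensity under 500,000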;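 note: U2OS cells stably carrying GPR55 and arrestin-GFP stimulated by 5 µM LPI near EC80; imaged beta-arrestin-GFP aggregate spots per cell after agonist stimulation; plate controls were LPI-stimulated DMSO wells for no effect and DMSO wells without LPI for full effect; some results filed as inactive read as strong as hits; confirmed hits need IC50 under 10 µM and bright autofluorescent wells are also inconclusive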
NTR1 agonist – NTR1-driven beta-arrestin-GFP spot formation – imaging, U2OS cells, high content, primary screen (AID 493036); agonist mode; activation, % at 20 µM; hit rate 0.17% among 330,000;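 active = activation at or above 40% of the spot to cytoplasm intensity ratio, with at least 20 cells analyzed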;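 note: 0% = DMSO without peptide and 100% = 100 nM NTR1 peptide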
Target sequence (P30989 whole entry, looked up): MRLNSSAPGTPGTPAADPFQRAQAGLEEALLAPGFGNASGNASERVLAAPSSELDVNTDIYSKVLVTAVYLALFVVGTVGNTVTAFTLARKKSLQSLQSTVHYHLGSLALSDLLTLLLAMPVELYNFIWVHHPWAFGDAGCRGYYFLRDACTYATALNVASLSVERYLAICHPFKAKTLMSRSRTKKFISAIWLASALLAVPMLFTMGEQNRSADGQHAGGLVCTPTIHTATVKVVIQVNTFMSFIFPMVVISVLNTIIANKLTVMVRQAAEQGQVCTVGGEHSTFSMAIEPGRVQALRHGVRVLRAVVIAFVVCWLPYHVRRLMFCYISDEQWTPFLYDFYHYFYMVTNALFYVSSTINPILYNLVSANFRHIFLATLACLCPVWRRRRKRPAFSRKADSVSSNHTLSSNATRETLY
T cell HTS – T cell immune modulation candidate | hit rate 0.068% among 330,000 | 2C CD8+ T cell-vesicle binding, flow cytometry; active compounds read low | calls only at 7 µM | AID 2052;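 active = response, share of CD8 T cells binding vesicles, and their 90th percentile fluorescence all below set limits, cut at about 80% in these data, passing the limit was not always enough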
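Benchmarks: naked versus QL9-loaded vesicles / Assay system: purified 2C TCR transgenic mouse naive CD8+ T cells / Technique: high-throughput flow cytometry with anti-B7-1 and anti-CD8 staining / Timing: Cell–vesicle co-incubation 1.5 h at 37 °C, staining 20 min on ice / Read-out: percent CD8+ FL2 mean versus row control / Probe or stimulus: QL9-loaded Drosophila micro-vesicles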
Myeloid diff 2 – myeloid differentiation induction. ER-HoxA9 myeloid progenitors, lysozyme-GFP differentiation, flow cytometry. calls only at 10 µM. hit rate 1% among 360,000;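 active = normalized GFP-positive differentiation at or above the plate's own cutoff, the solvent-only control mean plus 3 SD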;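 note: cells exposed to compound for four days before flow analysis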
GPR55 activation – GPR55 agonists via beta-arrestin recruitment, primary screen, imaging, U2OS cells, beta-arrestin-GFP redistribution (AID 1961); one-dose activation, % at 10 µM; EC50 in µM for titrated hits; hit rate 0.048% among 290,000; U2OS GPR55 beta-arrestin-GFP redistribution imaging; higher % means a stronger effect;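 active = activation above 40% with more than 50 cells counted in the well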;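 note: U2OS osteosarcoma cells stably expressing GPR55 and beta-arrestin-GFP; plate controls were DMSO negative control for no effect and LPI positive control for full effect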
KOR beta-arrestin-2 – kappa opioid receptor blockers – cell-based, luminescence, uHTS (AID 1778); inhibition, % at 10 µM, or IC50 in µM where a hit was titrated; KOR beta-arrestin recruitment, luminescence, antagonist mode; higher % means a stronger effect; hit rate 0.091% among 290,000; note: strong numbers were not always called active
T cell HTS vesicle-bound % – recorded beside T cell HTS, whose call it bears; double positive events, %; measured here: CD8+ vesicle-bound cell fraction;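 binding gate set so that unloaded-vesicle control wells show 10% double positive cells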
NTR1 agonist cell count 20 µM – also measured in NTR1 agonist; calls as there; cell count; measured here: cell count, cytotoxicity flag
Myeloid diff 2 GFP+ MAC1+ % – further read-out of Myeloid diff 2, marked with its call; GFP+ MAC1+ double positive, %; measured here: differentiation confirmed by MAC1 staining
Starred values were filed as active, the others as inactive; i = inactive; x = no result given; [ ] = another dose, or the depositor's remark. Cut-off read from the data, not from the text of the source, unless noted: active = inhibition above about 50%; inactive = the rest. These rows are one share of the data. The share of hits here may be higher or lower than overall.

no.	Compound	KOR beta-arrestin-1	NOD1 NF-kB reporter	NOD2 inhibition	GPR55 antagonists	NTR1 agonist	NTR1 agonist cell count 20 µM	T cell HTS	T cell HTS vesicle-bound %	Myeloid diff 2	Myeloid diff 2 GFP+ MAC1+ %	GPR55 activation	KOR beta-arrestin-2
1	COc1ccc(S(=O)(=O)N(CC(=O)Nc2ccccc2C(=O)N2CCOCC2)c2ccc(F)cc2)cc1	8.1%	-13.5%	9.8%	0.3%	-0.6	63	i	58.0	i	0.5	-0.1%	7.3%
2	Cc1nc(N2CCN(C(=O)CCC(=O)O)CC2)c2c(C)c(C)sc2n1	-4.8%	-16.7%	13.1%	-1.6%	0.3	45	i	9.0	i	7.1	-0.1%	-32.4%
3	C/C(=N/NC(=O)c1cc(C2CC2)[nH]n1)c1cccs1	2.1%	53.3%	-89.1%	4.8%	-0.5	79	i	44.3	i	0.5	-0.1%	-7.0%
4	CCN1CCN(c2ccc(S(=O)(=O)N3CCCCC3)cc2NC(=O)COc2ccc(F)cc2Cl)CC1	0.9%	-21.0%	12.3%	12.3%	5.5	67	i	21.7	i	0.2	0.3%	18.4%
5	CC1(C)N=C(c2cccs2)C(C)(C)N1O	-1.8%	0.5%	22.0%	1.5%	-0.6	57	i	28.2	i	0.8	-0.1%	22.6%
6	COc1ccc(-n2ncc3c2CC(C)(C)CC3NC(=O)c2ocnc2C)cc1 (configuration not stated)	-3.0%	6.2%	10.6%	2.3%	-1.2	61	i	61.3	i	1.2	0.4%	7.4%
7	COc1ccc(C(=O)Nc2ccccc2C(=O)Nc2cccnc2)cc1	-5.6%	-43.4%	-4.5%	8.1%	0.2	41	i	12.7	i	2.5	-0.2%	0.5%
8	CC(C)Cn1ccc(=O)n(CC(C)C)c1=O	-1.7%	11.6%	9.6%	6.4%	2.1	67	i	46.6	i	1.3	-0.3%	-11.6%
9	CCOc1cc(/C=N/NC(=O)C(OC)c2ccccc2)ccc1O (configuration not stated)	-4.5%	-9.9%	11.4%	5.1%	2.0	55	i	38.2	i	0.2	-0.1%	1.4%
10	CCC(C)NC(=O)c1ccc(CN2CCc3ccccc3C2)cc1 (configuration not stated)	4.6%	7.4%	0.0%	-3.8%	0.6	59	i	50.0	i	0.3	-0.1%	-31.1%
11	Cc1ccc(Cc2c(C)[nH]c(=S)[nH]c2=O)cc1	2.0%	-3.2%	17.5%	12.8%	-0.6	54	i	28.0	i	0.6	-0.1%	10.8%
12	CC(C)(C)[C@@H]1C=C(C(=O)N2CCN(Cc3ccccc3)CC2)O[C@H](OCc2ccc(CO)cc2)C1	2.3%	-8.3%	3.5%	1.3%	-2.1	95	x	x	i	1.6	4.0%	-11.5%
13	Cc1coc2c1C(=O)C(=O)c1c-2ccc2c(C)cccc12	3.3%	0.5%	24.9%	2.7%	3.0	87	i	47.3	i	0.2	-0.1%	-26.7%
14	Cc1noc(C)c1COc1ccc(C(=O)OC(C)C(=O)Nc2ccc(N3CCOCC3)cc2)cc1 (configuration not stated)	-5.8%	-36.9%	-2.6%	18.3%	-2.2	107	i	15.0	i	1.2	0.3%	13.4%
15	O=C(CSc1nc(NS(=O)(=O)c2ccccc2)cc(=O)[nH]1)Nc1cccc(C(F)(F)F)c1	3.5%	-17.6%	-15.3%	-7.1%	-1.2	47	x	x	i	0.3	0.2%	-29.9%
16	CC(O)C(O)C(O)C(O)/C=N/NC(=O)c1ccccc1 (configuration not stated)	-5.5%	6.7%	15.0%	-8.3%	-0.1	90	i	61.9	i	0.6	0.1%	7.3%
17	CCOc1ccccc1CNCc1ccc(C(=O)O)cc1	-2.0%	-9.1%	-0.1%	10.9%	-1.0	36	i	36.7	i	0.3	0.1%	-1.3%
18	Cc1ccn(S(=O)(=O)c2ccc3oc(=O)ccc3c2)n1	-0.9%	-11.5%	1.2%	18.0%	-0.1	68	i	18.0	i	4.3	-0.2%	-41.1%
19	O=C(Nc1ccc(NC(=O)c2cccs2)cc1)c1cccs1	-2.0%	-30.2%	-198.2%	11.2%	0.3	56	i	23.6	i	1.1	-0.2%	16.5%
20	O=C(CCC(=O)OCC(=O)c1ccc(Cl)cc1Cl)Nc1cccc2cccnc12	-1.0%	-1.0%	6.5%	1.1%	-1.7	37	i	22.4	i	0.6	0.2%	14.5%

Further structures.
Assay codes: A = KOR beta-arrestin-1; B = NOD1 NF-kB reporter; C = NOD2 inhibition; D = GPR55 antagonists; E = NTR1 agonist; F = NTR1 agonist cell count 20 µM; G = T cell HTS; H = T cell HTS vesicle-bound %; I = Myeloid diff 2; J = Myeloid diff 2 GFP+ MAC1+ %; K = GPR55 activation; L = KOR beta-arrestin-2
#21 c1ccc(Nc2cccc(Nc3ccccc3)c2)cc1
  A: -1.5% | B: -40.8% | C: -73.7% | D: 3.6% | E: 8.1 | F: 67 | G: i | H: 51.3 | I: i | J: 0.3 | K: 0.5% | L: x

#22 O=C(CCN1C(=O)C2C3C=CC(C3)C2C1=O)N1CCN(c2ccc([N+](=O)[O-])cc2)CC1 (configuration not stated)
  A: -3.6% | B: -16.0% | C: 8.7% | D: 8.2% | E: -0.9 | F: 102 | G: i | H: 54.2 | I: i | J: 0.4 | K: -0.6% | L: -19.3%

#23 COC(=O)Cc1ccc(NC(=S)Nc2ccc(N3CCOCC3)cc2)cc1
  A: -2.5% | B: -7.5% | C: 2.2% | D: 5.0% | E: 1.8 | F: 46 | G: i | H: 32.5 | I: i | J: 1.2 | K: 0.2% | L: -22.4%[20 µM]

#24 Cc1sc2ncn(CC(=O)NCC(=O)N3CCN(c4ccccc4F)CC3)c(=O)c2c1C
  A: -1.3% | B: 0.3% | C: 20.6% | D: 18.0% | E: -1.4 | F: 66 | G: i | H: 5.4 | I: i | J: 0.3 | K: -0.2% | L: 6.6%

#25 C=CCNC(=O)Nc1cc(Cl)ccc1OC
  A: -4.7% | B: -42.6% | C: 1.5% | D: 1.4% | E: 1.3 | F: 73 | G: i | H: 55.6 | I: i | J: 0.7 | K: 0.4% | L: -5.7%

#26 CC(=O)Nc1ccc(S(=O)(=O)NC2(C(F)(F)F)N=C(c3ccccc3)NC2=O)cc1 (configuration not stated)
  A: -1.8% | B: -10.0% | C: 2.2% | D: 8.4% | E: -0.3 | F: 52 | G: i | H: 59.2 | I: i | J: 15.8 | K: -0.3% | L: 35.5%

#27 Cc1ccc(C)c(NC(=O)CCC(=O)N/N=C/c2ccc3c(c2)OCO3)c1
  A: -1.6% | B: -12.7% | C: -2.9% | D: 0.0% | E: 1.1 | F: 41 | G: i | H: 32.7 | I: i | J: 0.2 | K: -0.2% | L: 9.9%

#28 NC(=O)CN1C(=O)C(=O)N(Cc2ccc(Cl)cc2)C1=O
  A: -7.9% | B: 6.1% | C: 12.4% | D: -4.3% | E: 0.0 | F: 69 | G: i | H: 59.2 | I: i | J: 0.3 | K: -0.1% | L: 29.3%

#29 CCN(CCO)c1ccc(NC(=S)Nc2cccc(S(=O)(=O)N(C)C)c2)cc1
  A: 0.8% | B: -9.8% | C: 4.7% | D: -9.7% | E: 5.2 | F: 45 | G: i | H: 57.9 | I: i | J: 1.2 | K: 0.5% | L: 4.3%

#30 COc1ccc(-n2nnc3c(=O)n(CC(=O)N4CCCCC4)cnc32)cc1
  A: 8.8% | B: 9.1% | C: -14.8% | D: -2.2% | E: -3.3 | F: 61 | G: i | H: 28.8 | I: i | J: 1.7 | K: 0.3% | L: -42.5%

#31 NCCc1nnc(SCc2c(F)cccc2Cl)o1
  A: 0.3% | B: 18.5% | C: 6.5% | D: 2.7% | E: -0.4 | F: 75 | G: i | H: 14.0 | I: i | J: 6.6 | K: -0.3% | L: 38.3%

#32 CCCOc1ccc(C2C(C(=O)c3ccc(C)o3)=C(O)C(=O)N2CCN2CCOCC2)cc1OC (configuration not stated)
  A: 4.9% | B: -6.8% | C: -9.7% | D: -12.3% | E: 3.3 | F: 72 | G: i | H: 21.3 | I: i | J: 1.1 | K: -0.1% | L: -27.5%

#33 CC(=O)Oc1ccc2c(=O)c(/C=N/c3cc(=O)[nH]c(=S)[nH]3)coc2c1
  A: 2.7% | B: 2.6% | C: 20.9% | D: 11.5% | E: 1.1 | F: 47 | G: i | H: 46.1 | I: i | J: 0.3 | K: -0.2% | L: 1.4%

#34 c1ccc(N2CCN(Cc3cn4ccccc4n3)CC2)cc1
  A: 7.0% | B: -26.7% | C: 5.4% | D: -3.6% | E: 0.1 | F: 35 | G: i | H: 31.1 | I: i | J: 1.7 | K: -0.3% | L: -9.0%

#35 O=C(CP(=O)(O)CC(=O)c1ccccc1)c1ccccc1
  A: -0.8% | B: -18.5% | C: 3.4% | D: -5.3% | E: 0.8 | F: 41 | G: i | H: 27.1 | I: i | J: 0.4 | K: -0.2% | L: 21.6%

#36 COc1ccc(CC2(CO)CCN(S(=O)(=O)c3sccc3C)CC2)cc1
  A: 6.2% | B: 5.2% | C: 2.7% | D: -8.0% | E: 1.2 | F: 35 | G: i | H: 3.2 | I: i | J: 0.4 | K: -0.3% | L: -10.2%

#37 CCCC(=O)Nc1nc(-c2ccc(OC)cc2)cs1
  A: -6.3% | B: -45.5% | C: -21.1% | D: 10.0% | E: 1.0 | F: 36 | G: i | H: 23.2 | I: i | J: 1.0 | K: 0.6% | L: 2.2%

Source: PubChem BioAssay
